# Yfh1-off respiration: enhancers of respiration in Yfh1-depleted yeast, dose response, Friedreich's ataxia, plus single-dose screen (AID 1465). fold induction at 50 µM, or EC50 in µM where a hit was titrated. 0.074% of 220,000 active. S. cerevisiae Yfh1-off respiration, WST-1 reduction, 72 h; higher fold induction means a stronger effect;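 active = fold induction of absorbance versus untreated yeast above a set limit, then at least 30% activation at any dose in follow-up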;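 also: activators that raise dye reduction in frataxin-depleted yeast; strong numbers were not always called active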
# Insulin prom up: insulin promoter activators in MIN6 cells, imaging, high-content screening, mouse beta cells; MIN6 insulin promoter-GFP reporter; hits give high values; 0.3% of 190,000 active; z-score at 5 µM;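 active = z-score above 3 at 5 µM with at least 500 cells counted in the well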
# MT stabilize HCS: microtubule stabilizers in HeLa cells, primary screen, imaging, high-content imaging. HeLa tubulin immunostaining HCS, 24 h; share of cells brighter than vehicle mean+2SD. % tubulin-high responders, % at 10 µM. 0.83% of 200,000 active. AID 2205, 2009;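 active = plate Z-score above 3 for both tubulin-high and condensed-nucleus cell shares, with cell loss under 80%, at 10 µM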;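 also: anti alpha tubulin signal scored within the nucleus-defined area of each cell; some results filed as inactive read as strong as hits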
# Lipid droplet: inhibitors of hepatocyte lipid droplet formation, primary screen, imaging, high-throughput imaging, BODIPY stain. 0.4% of 240,000 active. inhibition, % at 6.5 µM. AML12 mouse hepatocytes, oleate lipid droplets;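 active = lipid droplet intensity inhibited by at least 50%, with more than 500 cells counted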
#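 Material – AML12 mouse liver cells · Also added – oleate loading, 100 µM · Compound dosing – 6.5 µM single-point dosing · Times – overnight treatment with compound plus oleate · Measured by – fluorescence imaging, 20x objective, two fields per well · Read-out – percent inhibition of filter-corrected integrated lipid droplet intensity per well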
# WT yeast gro inh: growth inhibition of WT strain, primary screen, mitochondrial fusion inhibitor project, WT and mutant strains, chemical genetic. mitochondrial fusion phenotypic screen. inhibition, % at 10 µM. 2.1% of 190,000 active. AID 1362, 2008; in the data active = inhibition above about 58%; tested in S. cerevisiae
# Dynein transport: inhibitors of GR-EGFP nuclear translocation, primary screen, dynein cargo transport inhibitor project, imaging, high-content, 3617.4 mouse cells; test concentration mostly 20 µM; stimulated with dexamethasone, 1 µM; hits give low values; z-score, hits read low; 0.47% of 220,000 active; AID 1381, 2008;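 active = plate z-score of nuclear minus cytoplasmic receptor signal below a set negative limit, without overly bright fluorescence or cell loss, cut at about -3.5 in these data, passing the limit was not always enough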;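 also: z-score of nuclear minus cytoplasmic ring GR-EGFP intensity difference per well; some compounds called inactive have numbers as strong as hits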
#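 Buffer or medium: Induction medium lacking tetracycline, stripped serum | Also added: Dexamethasone agonist, 1.0 µM final, for 30 min | Timing: 48 h induction, 1 h compound, 30 min dex at 37 °C | Detection: Formaldehyde fixation, Hoechst nuclear stain, 10x automated fluorescence imaging | Measure: Nuclear versus cytoplasmic GR-EGFP signal, averaged per well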
# Autophagy mod: autophagy modulators in MEF cells, primary screen, imaging, high-content, MEF GFP-LC3; AID 463193, 2010; MEF GFP-LC3 puncta imaging; test concentration mostly 10 µM; 0.98% of 190,000 active; calls only at 10 µM (by protocol);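 active = percentage of spot-positive cells more than 3 SD above its plate mean, without a fluorescence outlier flag or 80% toxicity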;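 also: spot-positive cell cutoff set from DMSO-treated cells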
# HEK293 NOD2/NF-kB: NOD2 signaling inhibitors, cell-based, luminescence, uHTS, HEK293 (AID 1566); HEK293 NOD2/NF-kB luciferase reporter, luminescence; higher % means a stronger effect; inhibition, % at 4 µM; hits with a dose series show EC50 in µM; 0.63% of 290,000 active; in the data active = inhibition above about 50%; also: many of its hits are not listed in these tables
# b-catenin transl: modulators of beta-catenin nuclear translocation, primary screen, imaging, HeLa cells, immunofluorescence, high-content | 0.3% of 190,000 active | nuclear translocation activity, % at 5 µM | AID 1665, 2009;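 active = nuclear translocation activity above 50% at 5 µM, with a well cell count of 50 or more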;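 also: per-cell ratio of nuclear to cytoplasmic median beta-catenin stain intensity; plate controls were DMSO negative control for no effect and GSK-3 inhibitor IX positive control for full effect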
#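 test system = HeLa cells, endogenous beta-catenin | dosing = single 5 µM dose plus 0.02–20 µM confirmation series | times = compound treatment 24 h, 37°C, 5% CO2 | technique = beta-catenin immunofluorescence imaging with DAPI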
# WT yeast gro inh mutant strain: second read-out of WT yeast gro inh, no call of its own (marks repeat the call); inhibition, %; mitochondrial fusion phenotypic screen, mutant strain inhibition
# Dynein transport cytoplasmic EGFP: also measured in Dynein transport; calls as there; z-score; measured here: cytoplasmic GR-EGFP intensity; hits give high values
# Dynein transport nuclear GR-EGFP: recorded beside Dynein transport, whose call it bears; z-score; measured here: nuclear GR-EGFP intensity;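 lower value marks the stronger effect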
# Dynein transport cell count: also measured in Dynein transport; calls as there; z-score; measured here: cell count per field
# Insulin prom up cell count: recorded beside Insulin prom up, whose call it bears; cell count; measured here: cytotoxicity, nuclei count;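 total cells summed across four imaged fields per well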
# Lipid droplet cells 6.5 µM: second read-out of Lipid droplet, no call of its own (marks repeat the call); cell count; measured here: cell count, cytotoxicity flag;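 cells counted across two imaged fields per well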
# b-catenin transl cell count 5 µM: recorded beside b-catenin transl, whose call it bears; cell count; measured here: cell count, cytotoxicity flag
# MT stabilize HCS Hoechst-high %: further read-out of MT stabilize HCS, marked with its call; % Hoechst-high responders; measured here: nuclear condensation Hoechst responders;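 share of cells brighter than vehicle mean plus two SD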
# MT stabilize HCS cytotoxicity %: recorded beside MT stabilize HCS, whose call it bears; toxicity, %; measured here: cytotoxicity by cell density;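 0% = mean cell density of plate MIN control wells and 100% = no cells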
# Autophagy mod cell loss 18 h: also measured in Autophagy mod; calls as there; toxicity, %; measured here: cell loss, nuclei count;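 cell loss after 18 h compound exposure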
# An asterisk follows results filed as active; i = inactive; x = not tested or not shown. An excerpt (hit frequency here may not be typical).
cpd	SMILES	Yfh1-off respiration	Insulin prom up	Insulin prom up cell count	MT stabilize HCS	MT stabilize HCS Hoechst-high %	MT stabilize HCS cytotoxicity %	Lipid droplet	Lipid droplet cells 6.5 µM	WT yeast gro inh	WT yeast gro inh mutant strain	Dynein transport	Dynein transport cytoplasmic EGFP	Dynein transport nuclear GR-EGFP	Dynein transport cell count	Autophagy mod	Autophagy mod cell loss 18 h	HEK293 NOD2/NF-kB	b-catenin transl	b-catenin transl cell count 5 µM
1	Cc1ccc(Nc2cnn(C34CC5CC(CC(CC(=O)O)(C5)C3)C4)c(=O)c2Cl)c(Cl)c1	i	-1.43	1229	1.6	1.1	3.8	-1.8	750	-5.5	7.4	-0.543	-0.343	-0.377	0.435	i	4.5	19.3%	-0.7	1129
2	Cc1cccc(OCC(=O)O/N=C(\N)c2ccc(Br)cc2)c1	i	0.41	996	x	x	x	-8.3	739	x	x	-0.262	0.0702	0.343	0.264	x	x	20.5%	0.0	1309
3	CCN(CC)CC(O)COC(c1ccccc1)c1ccccc1 (stereo not drawn)	i	0.01	1016	x	x	x	-11.9	692	x	x	0.918	-0.0652	1.6	-2.18	x	x	7.6%	0.0	1336
4	O=C(CCl)Nc1cccn2ncnc12	i	-0.03	746	1.2	0.9	5.1	-4.6	771	-15.5	-18.7	-2.77	0.0809	-1.4	0.359	i	-6.0	-14.4%	-1.7	1053
5	Cc1ccc2nc(C)c(C(=O)N/N=C/c3cccc([N+](=O)[O-])c3)cc2c1	i	1.14	1386	2.5	3.3	4.7	-8.0	646	3.7	-41.1	-0.278	-0.235	-0.0651	-0.323	i	-4.3	3.1%	x	x
6	N#C/C(=C\c1cn(CCOc2ccccc2)c2ccccc12)C(=O)NCc1ccco1	i	x	x	3.3	8.0	7.2	x	x	2.2	-0.4	3.14	-0.152	1.18	0.362	i	-3.9	-5.4%	x	x
7	CCOC(=O)CN1C(=O)C(Sc2n[nH]c(-c3ccccc3)n2)CCc2ccccc21 (stereo not drawn)	i	-0.21	959	2.2	1.1	8.9	x	x	0.1	-5.9	-0.0848	-0.113	0.214	0.245	i	-18.2	13.3%	x	x
8	CC(C)(C)C(=O)OCc1nc(-c2ccc(Cl)cc2)cs1	i	0.6	1385	x	x	x	-5.0	685	x	x	0.765	-0.273	0.16	-0.248	x	x	-12.1%	-0.1	1127
9	CCC(CC)C(=O)NCCc1ccc(OC)cc1	i	-0.52	971	1.7	1.1	4.2	-6.1	774	-5.8	-0.1	1.44	-0.233	0.819	-0.772	i	0.0	11.7%	-3.4	1237
10	COC(=O)C1=C(N)N(c2ccccc2C(F)(F)F)C2=C(C(=O)CCC2)C1c1ccc2c(c1)OCO2 (stereo not drawn)	i	-0.38	1611	2.9	1.6	4.0	x	x	26.5	2.3	-0.727	-0.141	-0.124	-0.863	i	-7.4	29.3%	0.4	1394
11	N=C(N)c1ccccc1	i	0.51	1102	x	x	x	-19.7	663	x	x	0.924	-0.738	1.01	-1.05	x	x	-11.9%	-2.2	1199
12	CCOc1ccc(-c2nc(CSc3nncs3)cs2)cc1OC	i	-0.52	1351	3.0	2.3	4.5	x	x	0.1	3.0	-0.241	-0.242	-0.511	-0.0583	i	11.1	-10.7%	-7.6	1024
13	C/C(=N\NC(=O)c1c(Cl)cnn1C)c1cccc(NC(=O)COc2ccccc2)c1	i	1.05	1816	2.4	2.5	7.8	-0.7	657	-0.3	1.4	0.0721	-0.149	0.576	0.727	i	-32.2	-14.1%	0.5	1072
14	O=[n+]1cc(-c2cccc3ccccc23)n([O-])c2c1CCC2	i	0.61	955	1.6	1.9	8.1	9.2	763	-4.1	11.1	-0.109	0.381	-0.216	0.225	i	-2.0	13.2%	x	x
15	O=C1OC(c2ccccc2)c2ccccc21 (stereo not drawn)	i	0.58	1181	4.8	3.7	7.5	22.1	720	5.7	10.3	-0.749	-0.326	-0.673	0.848	i	7.4	-11.5%	x	x
16	CCNC(=S)N=Nc1c(O)n(Cc2ccc(Cl)cc2)c2ccccc12	i	-2.57	1013	3.2	1.7	6.2	2.7	659	-36.6	-8.7	-0.652	-0.26	-0.721	1.12	i	-8.8	1.0%	-1.7	545
17	Oc1ccccc1C1=Nc2ncnn2C(c2ccccc2)C1 (stereo not drawn)	i	0.98	1315	2.6	2.4	1.2	x	x	-9.6	-3.9	-0.0934	-0.175	0.536	-0.0709	i	23.0	1.8%	-4.2	924
18	C=CCn1c(SCC(=O)NC(=O)c2cccc([N+](=O)[O-])c2)nnc1-c1ccccc1	i	0.58	1315	1.5	3.0	10.8	3.8	625	-9.3	4.1	-0.718	-0.29	-0.649	0.622	i	-18.4	4.0%	-0.3	563
19	O=C1C2CCCN2C(c2cccc(F)c2)N1c1cccc(Cl)c1 (stereo not drawn)	i	-1.84	1058	4.0	1.5	4.7	x	x	16.8	16.4	-0.964	-0.17	-0.527	0.766	i	7.8	14.1%	x	x
20	O=C(COc1ccccc1)OCc1cc2ccccc2[nH]c1=O	i	0.06	1187	4.1	2.3	10.7	x	x	9.8	14.7	0.447	-0.327	0.385	-0.17	i	-2.5	-11.8%	-2.2	746
21	Cn1nc(C(F)(F)F)c(/C=N/OC(=O)c2ccccc2Cl)c1SCc1ccc(Cl)cc1	i	x	x	2.2	1.9	9.6	x	x	-3.6	-8.3	0.832	-0.274	0.526	-0.199	i	-19.8	-4.3%	x	x
22	COc1ccc(S(=O)(=O)N2CC(O)C[C@H]2C(=O)OCC(=O)N2CCCCCC2)cc1 (stereo partly drawn)	i	-0.03	1288	2.3	2.5	7.7	11.2	674	2.8	-10.3	0.0349	-0.14	0.312	0.288	i	1.5	16.1%	1.9	999
23	CC(C)(C)n1nnnc1C(c1ccncc1)N1CCN(c2ccc(O)cc2)CC1 (stereo not drawn)	i	0.09	862	1.7	1.6	5.0	7.2	758	-9.0	-3.9	-0.529	-0.13	0.108	0.117	i	3.8	-4.7%	-5.6	1125
24	FC(F)Oc1ccc(NC(=S)N2CCN(Cc3ccccc3)CC2)cc1	i	0.16	1125	3.7	1.8	9.7	-1.6	678	27.8	-3.0	0.96	-0.177	0.626	-0.467	i	23.2	5.5%	0.5	1092
25	O=C(NCC(c1cccnc1)N1CCOCC1)C1CCCCC1 (stereo not drawn)	i	x	x	1.8	1.9	7.2	6.4	732	-9.8	-1.2	-0.836	0.0177	0.0768	1.23	i	-8.6	10.2%	-0.2	546
26	OC1CCCN(C(=S)NCc2ccccc2)C1 (stereo not drawn)	i	1.16	1500	3.0	1.6	8.7	-1.1	663	17.1	3.6	-0.81	2.23	0.6	-0.118	i	17.2	-16.8%	2.4	882
27	Cc1cc(C)n(CC2CC(=O)N(c3ccc(Cl)cc3)C2=O)n1 (stereo not drawn)	i	-0.02	1480	x	x	x	3.5	720	x	x	0.0967	-0.215	0.0333	0.443	x	x	25.0%	-4.3	1162
28	COc1ccccc1NS(=O)(=O)c1ccc(NC(=O)CCNC(=O)c2ccco2)cc1	i	-1.25	1348	4.5	1.3	3.5	x	x	-20.3	-10.3	0.235	-0.36	-0.0604	0.659	i	13.3	-3.3%	-0.9	878
29	O=C(CN1CCN(Cc2ccccc2Cl)C1=O)NCC1CCCO1 (stereo not drawn)	i	-1.32	962	6.0	2.3	2.2	x	x	-11.6	1.7	-0.498	-0.139	-0.22	0.00768	i	-44.9	1.3%	0.3	1114
30	CC(C)N1CCC(=NNc2ccc(S(=O)(=O)N3CCOCC3)cc2[N+](=O)[O-])CC1	i	x	x	1.0	3.2	5.0	0.4	513	-9.2	8.7	-0.815	0.699	-0.589	0.798	i	4.1	18.0%	2.6	900
31	O=C(CSCc1cccc(F)c1)N1CCN(c2ccccc2)CC1	i	-0.04	1217	3.7	2.9	8.3	-14.1	696	23.0	8.7	-0.0728	-0.136	0.15	-0.0592	i	-6.3	-62.7%	x	x
32	CN(C(=O)CC1C(=O)NCCN1C/C=C/c1ccccc1)C1CCOCC1 (stereo not drawn)	i	0.09	1373	1.2	2.1	6.2	8.1	747	-21.8	-19.6	0.0264	-0.191	0.529	-0.0436	i	1.6	8.5%	0.1	949
33	COc1ccccc1-c1ccc(SCC(=O)NCc2ccc3c(c2)OCO3)nn1	i	0.7	1129	2.5	3.4	7.4	22.8	666	-24.3	-4.3	-0.302	-0.334	-0.176	0.664	i	-1.4	-8.1%	-3.3	980
34	O=C(COC(=O)c1cc(S(=O)(=O)N2CCOCC2)ccc1O)Nc1cc(S(=O)(=O)N2CCCC2)ccc1Cl	i	-0.56	1130	x	x	x	-5.5	724	x	x	-1.06	-0.17	-0.468	0.712	x	x	9.2%	0.9	1288
35	C=CCNc1nc2ccccc2c(=O)[nH]1	i	0.92	1130	3.2	3.5	7.9	27.5	699	10.4	-6.4	0.397	-0.266	0.21	-0.92	i	2.2	-6.5%	-1.6	1051
36	O=C1CC(=C2c3ccccc3-c3ccccc32)C(=O)N1CCN1CCN(c2cccc(Cl)c2)CC1	i	x	x	2.3	1.2	3.1	x	x	x	x	0.368	-0.25	0.357	-0.286	i	-5.5	x	x	x
